# Screening results: PubChem BioAssay, Sanford-Burnham Center for Chemical Genomics
# APJ antag – blocks the human apelin receptor APJ. P35414. CHO-K1 APJ beta-arrestin complementation, luminescence. inhibition, % at 20 µM. 330,000 compounds, 0.32% hits;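 active = inhibition above about 40% at 20 µM, limit read from the data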;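 note: cells challenged with 10 nM apelin-13 agonist together with compound; plate controls were apelin-13 plus DMSO wells for no effect and DMSO wells lacking apelin-13 for full effect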
# Target sequence (P35414 whole entry, looked up): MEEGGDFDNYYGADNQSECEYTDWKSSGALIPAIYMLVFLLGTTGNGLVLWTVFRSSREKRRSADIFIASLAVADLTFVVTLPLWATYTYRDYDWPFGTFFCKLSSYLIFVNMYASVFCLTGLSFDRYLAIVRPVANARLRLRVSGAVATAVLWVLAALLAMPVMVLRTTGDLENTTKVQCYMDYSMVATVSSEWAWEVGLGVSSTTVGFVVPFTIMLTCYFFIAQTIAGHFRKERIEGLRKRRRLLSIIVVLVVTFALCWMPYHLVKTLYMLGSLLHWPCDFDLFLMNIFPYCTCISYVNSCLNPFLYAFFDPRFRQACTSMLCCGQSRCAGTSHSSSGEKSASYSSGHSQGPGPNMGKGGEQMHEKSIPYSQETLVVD
# Jurkat NFkB inh – inhibitors of the PMA/ionomycin-induced NF-kB reporter in Jurkat cells; PMA/ionomycin-induced NF-kB luciferase reporter, luminescence; 330,000 compounds, 0.53% hits; AID 435003; inhibition, % at 4 µM; in the data active = inhibition above about 50%
# UBC13 inh – human UBC13 polyubiquitination inhibition; P61088; UBC13 polyubiquitin chain formation, TR-FRET; inhibition, % at 20 µM; 330,000 compounds, 0.47% hits; in the data active = inhibition above about 45%, passing the limit was not always enough
# Target sequence (P61088 whole entry, looked up): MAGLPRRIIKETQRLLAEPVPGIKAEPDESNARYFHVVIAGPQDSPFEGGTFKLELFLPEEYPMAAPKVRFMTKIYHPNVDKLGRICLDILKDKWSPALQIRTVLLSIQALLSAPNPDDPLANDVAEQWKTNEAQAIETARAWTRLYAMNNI
# 697 NFkB inh – lowers PMA/ionomycin-induced NF-kB signal in 697 B cells | 330,000 compounds, 0.33% hits | inhibition, % at 4 µM | 697 B-cell NF-kB luciferase reporter, 16 h | AID 435022; in the data active = inhibition above about 35%
# CXCR6 block – inhibitors of human CXCR6 receptor; O00574; CHO-K1 PathHunter CXCR6 beta-arrestin, luminescence; inhibition, % at 20 µM; 360,000 compounds, 0.36% hits; AID 602244; in the data active = inhibition above about 34%, passing the limit was not always enough;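 note: antagonist mode with CXCL16 agonist at 10 nM final; 0% = 10 nM CXCL16 with DMSO and 100% = unstimulated wells without agonist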
# Gli-Sufu block – Gli-Sufu pathway antagonism; Sufu-KO-LIGHT fibroblasts, Gli luciferase reporter luminescence; inhibition, % at 5 µM; 340,000 compounds, 0.74% hits;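 active = inhibition above about 55%, limit read from the data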;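 note: 0% = DMSO-treated cells and 100% = wells with medium but no cells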
# EBI2 antag – EBI2 (human) antagonism | 360,000 compounds, 0.81% hits | EBI2 beta-arrestin recruitment, luminescence, 7a,25-OHC stimulated | P32249 | inhibition, % at 5 µM; in the data active = inhibition above about 38%;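 note: enzyme fragment complementation signal reports receptor beta-arrestin coupling in cells; 0% = agonist plus DMSO wells and 100% = wells without agonist; some results beyond the cut were filed as inactive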
# CCR6 antagonist – antagonists of human CCR6 receptor; P51684; inhibition, % at 20 µM; AID 493098; 340,000 compounds, 0.49% hits; CHO-K1 CCR6 PathHunter beta-arrestin, luminescence, CCL20-stimulated;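 active = compounds whose inhibition of the agonist-driven luminescence signal at 20 µM reaches about 50%, limit read from the data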;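 note: cells stimulated with CCL20 at 14 nM final; plate controls were DMSO with CCL20 for no effect and DMSO without agonist for full effect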
# Target sequence (P51684 whole entry, looked up): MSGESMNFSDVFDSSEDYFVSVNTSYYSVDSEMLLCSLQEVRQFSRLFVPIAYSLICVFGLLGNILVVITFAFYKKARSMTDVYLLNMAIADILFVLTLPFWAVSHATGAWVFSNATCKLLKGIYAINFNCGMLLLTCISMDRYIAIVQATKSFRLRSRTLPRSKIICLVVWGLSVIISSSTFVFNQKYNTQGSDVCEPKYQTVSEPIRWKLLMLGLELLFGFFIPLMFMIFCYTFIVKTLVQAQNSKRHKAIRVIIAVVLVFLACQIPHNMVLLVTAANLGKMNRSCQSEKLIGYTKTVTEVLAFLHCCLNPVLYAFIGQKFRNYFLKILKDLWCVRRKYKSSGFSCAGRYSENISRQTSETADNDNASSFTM
# Active calls of the source: *; nt = no result given.
item	mol	APJ antag	Jurkat NFkB inh	UBC13 inh	697 NFkB inh	CXCR6 block	Gli-Sufu block	EBI2 antag	CCR6 antagonist
1	O=C(COc1ccc(Cl)cc1Cl)c1ccc[nH]1	-28	-45	-3	-27	2	-40	-2	3
2	Cc1ccc(S(=O)(=O)NCCC(=O)Oc2ccc3ccc(=O)oc3c2)cc1	1	1	16	19	-3	-4	4	7
3	CCC(=O)Nc1ccc2c(c1)nc(CN1CCN(C(C)=O)CC1)n2C	-7	6	-4	19	1	-5	-1	9
4	CCNC(=S)N(CCCO)Cc1cc2cc3c(cc2[nH]c1=O)OCCO3	8	-4	6	-7	-5	3	-8	0
5	Cc1cccc(OCc2nnc(NC(=O)c3cccs3)s2)c1	16	0	7	7	4	1	1	-15
6	CCSc1cc(N2CCCC2)nc(-c2ccc(F)cc2)n1	7	9	13	9	-18	-2	0	-5
7	Cc1cccc(OCC(=O)NNC(=O)Nc2cccc(Cl)c2)c1C	-1	-9	-7	-7	-10	-4	0	-2
8	C/C(=N\NC(=O)c1nnn(-c2nonc2N)c1CSc1ccc(C)cc1)c1ccco1	7	-22	-4	-11	4	-8	8	15
9	COC(=O)c1nc2ccccn2c1F	0	-2	-7	1	5	36	-6	7
10	O=S(=O)(NCc1ccccc1)c1ccccc1Br	6	-119	9	-143	-1	-14	2	9
11	CCn1cc(/C=C/C(=O)Nc2ccn(Cc3c(F)c(F)c(F)c(F)c3F)n2)cn1	11	-3	-14	-2	6	2	-16	-5
12	Cc1csc(NC(=O)c2ccc(S(=O)(=O)N3CCCC3)cc2)n1	13	-5	16	4	2	-2	-10	-1
13	O=C(Cc1c(Cl)cccc1Cl)NC1CC1	15	-7	1	3	6	12	-6	-1
14	C/C(=C\c1ccc2c(c1)OCO2)C1Nc2cccc3cccc(c23)N1	-2	11	-25	-82	-4	6	-11	16
15	Cc1ccc(S(=O)(=O)N(C)C)cc1NC(=O)COC(=O)C1(c2ccccc2)CC1	13	9	-4	-2	2	-2	7	3
16	CCOCCCNC(=S)NCCc1ccccc1	-10	-23	-5	-23	-2	-21	-9	-7
17	COc1cccc(C(=O)NC2CC3CCCC(C2)N3CC(=O)Nc2ccccc2)c1 (stereo unspecified)	3	8	21	-41	3	8	8	-13
18	c1cncc(-c2nnc3sc(-c4ccco4)nn23)c1	10	1	8	15	2	-10	4	-5
19	N#Cc1ccc(C(=O)OCC(=O)Nc2cccnc2Cl)cc1	nt	nt	nt	nt	12	-10	-6	-6
20	Cc1ccnc(NC(=O)CCC(=O)N(CC(=O)NCC2CCCO2)Cc2ccc(F)cc2)c1 (stereo unspecified)	7	2	3	-3	-3	4	-7	-3
21	CCOC(=O)c1c(C)cc(=O)oc1C	1	1	6	12	1	-6	1	-3
22	CC(C)c1ccc(N(CC(=O)NCc2ccc(F)cc2)C(=O)c2snc(C(N)=O)c2N)cc1	7	1	27	14	-2	22	19	17
23	CCN1CCN(c2c(Cl)cccc2NC(=O)c2ccc([N+](=O)[O-])cc2)CC1	-4	-31	-5	-42	1	25	4	7
24	CCc1nc(N)c(C#N)c(-c2ccco2)c1C	-4	-12	5	-19	-4	2	-4	8
25	NC(=O)c1cc(S(=O)(=O)NC2CCCCC2)co1	1	-10	-20	-16	-9	-17	2	-2
26	Cc1nn(Cc2noc(C(=O)NCC3CCCO3)n2)c(C)c1Br (stereo unspecified)	5	-2	2	3	-7	-1	-4	6
27	COC(=O)c1cc(C)ccc1OCc1ccc([N+](=O)[O-])cc1	0	-48	2	-31	-4	-13	4	5
28	CCN(CC)C(=O)c1c(-c2ccccc2)oc2ccc(O)cc12	7	-5	-2	10	2	-2	-5	17
29	O=S(=O)(c1ccc2ccccc2c1)N1CCN(c2ccc(O)cc2)CC1	2	-8	16	-3	-2	38	-8	10
30	CC(C)NC(=O)c1ccccc1NC(=O)/C=C/c1ccc([N+](=O)[O-])cc1	-9	-2	-6	17	-1	-1	-5	-8
31	COCCN(C(=O)c1ccc2ccccc2c1)c1c(N)n(Cc2ccccc2)c(=O)[nH]c1=O	-11	13	-5	14	-2	4	5	3
32	Cc1cc(F)ccc1S(=O)(=O)N1CCCOC1CNC(=O)C(=O)NCCc1ccccc1 (stereo unspecified)	-5	-3	-1	7	-7	46	-7	5
33	Cc1nn2c(N3CCN(CCO)CC3)c3c(nc2c1-c1ccccc1)CCCC3	5	11	14	4	-6	7	-20	-6
34	CCCCn1nnnc1SCC(=O)NCc1ccccc1	10	-1	-4	-10	5	5	-8	1
35	CC/C(=N\NC(=O)c1c(-c2ccccc2)noc1C)c1ccc(C)o1	5	-1	-6	-14	2	3	-1	-1
36	CCOc1ccc(N2C(=O)CC(N3CCC(O)(c4ccc(Br)cc4)CC3)C2=O)cc1 (stereo unspecified)	-4	3	-9	-11	-8	-1	-8	-8
37	O=C(CCCn1c(=O)[nH]c2cc(Cl)ccc2c1=O)NCCN1CCN(c2ccccc2)CC1	0	-5	7	4	3	8	-1	-16
38	Cc1cccc(NS(=O)(=O)c2cccc(C(=O)NNC(=O)c3ccccc3O)c2)c1	-45	-2	-2	-8	0	7	-7	15
39	COc1ccccc1C(=O)Nc1ccnn1C1CCN(CCCc2ccccc2)CC1	10	-2	2	-15	0	23	6	8
40	O=C(NCc1ccc(Cl)cc1)C1CCN(C(=O)c2ccco2)CC1	17	4	2	-17	8	-3	-3	22
41	CCCn1c(SCC(=O)Nc2ccc(Cl)cn2)nnc1C1CC1	15	0	-8	-1	-15	4	0	-5
42	N#CCCn1cc(C(=O)CN2C(=O)NC3(CCCCCC3)C2=O)c2ccccc21	4	1	-4	12	5	-4	8	11
43	O=C(/C(N=Nc1cccc([N+](=O)[O-])c1)=C(/O)c1ccc(Br)cc1)C(F)(F)F	19	-25	-20	-42	18	nt	15	nt
44	Cc1cc(=O)oc2ccc(OC(=O)CC(C)C)cc12	1	-14	-3	-17	0	4	-7	-10
45	CC(=O)c1c(C)[nH]c(C(=O)OCC(=O)Nc2cc(C)on2)c1C	-2	6	6	5	-5	13	-7	12
46	CCOC(=O)NC(=O)CSc1nc2ccc(C)cc2[nH]1	4	5	-3	6	-9	-23	-12	3
47	Cc1ccccc1C(=O)Nc1ccccc1N1CCN(C(=O)c2ccccc2)CC1	10	11	5	3	-1	-7	-11	4
48	CC(=O)OCC(=O)c1ccc2ccn(C(C)=O)c2c1	18	-3	-1	15	-3	2	-5	1
49	Cc1cc(OCC(=O)NCC2CCC(C(=O)O)CC2)c2c(C)c(C)c(=O)oc2c1 (stereo unspecified)	-61	3	8	25	-1	nt	-6	12
50	CC(C)(C)c1cc[n+](-c2[nH]c(=O)sc2/C=N/NC([S-])=Nc2ccccc2)cc1	-3	-2	-22	12	-1	4	-2	3

# A few values from above:
# Gli-Sufu block result of `Cc1nn2c(N3CCN(CCO)CC3)c3c(nc2c1-c1ccccc1)CCCC3` is entered as 7
# 697 NFkB inh result of `COCCN(C(=O)c1ccc2ccccc2c1)c1c(N)n(Cc2ccccc2)c(=O)[nH]c1=O` is entered as 14

# (listing goes on)
item	mol	APJ antag	Jurkat NFkB inh	UBC13 inh	697 NFkB inh	CXCR6 block	Gli-Sufu block	EBI2 antag	CCR6 antagonist
51	CCc1ccccc1C1=CC(=O)C[C@H](c2ccc(OC)cc2)C1	17	15	4	-10	-9	1	11	10
52	COc1cccc(NC(=O)C(c2ccccc2)N2CCNC(=O)C2)c1 (stereo unspecified)	3	6	15	15	12	nt	-2	nt
53	CCc1nc(SCC(=O)NNC(=O)c2ccc(C)cc2)c2ccccc2n1	13	23	11	6	2	0	25	12
54	COc1cc(/C=N/NC(=O)C2CCN(CC(O)COCc3ccccc3)CC2)cc(OC)c1OC (stereo unspecified)	-2	17	12	8	3	5	3	-2
55	CCC(C)NC(=O)C(=O)NCC1CCCN1CC (stereo unspecified)	-1	-8	-5	2	-3	22	3	6
56	COc1ccc(C(c2nnnn2C2CCCCC2)N2CCN(c3ccc(OC)cc3)CC2)cc1 (stereo unspecified)	15	18	0	13	9	0	17	12
57	Cc1ccc(NC(=O)CNC(=O)C2CCCCC2)nc1	0	-15	-5	-7	-4	-7	-8	11
58	O=C1C=C(O)C(n2cncn2)C(c2ccc(F)cc2)C1 (stereo unspecified)	4	17	-9	12	3	-18	-8	-2
59	CCC(C)NC(=O)NC1C(NC(=O)NC(C)CC)N(C)C(=O)N1C (stereo unspecified)	21	6	6	18	-7	18	-2	2
60	COC(=O)C1CSc2[nH]c(=O)sc2C1c1ccc(O)c(OC)c1 (stereo unspecified)	3	-1	11	14	3	-3	3	-2
61	Oc1c(C=Nc2cccnc2)sc2ccccc12	-5	-12	-33	-49	4	1	-15	14
62	COc1ccc(CCNC(=O)COC(=O)c2ccc(Br)o2)cc1	5	-9	2	23	0	-1	0	8
63	CCc1nnc(NC(=O)CSc2nnc(-c3ccoc3C)n2-c2cccc(C)c2)s1	-9	5	4	10	-3	-4	-4	6
64	COc1ccc(OCCCC(=O)OCC(=O)Nc2ccc(Cl)cn2)cc1	7	8	-1	14	-4	-4	-7	1
65	COc1ccc(CCN(C)C(=O)c2cccc(S(=O)(=O)NCc3ccccc3)c2)cc1OC	12	-9	8	-33	0	0	6	7
66	O=C1C(Oc2ccccc2)C(c2ccc3c(c2)OCO3)N1CCc1ccc(F)cc1 (stereo unspecified)	3	-4	-7	-34	3	11	30	0
67	COc1ccc(/C=N/NC(=O)c2ccccc2O)cc1Cn1nnc2ccccc21	12	-1	-2	11	0	13	-3	11
68	COc1ccc(CCN2CCCC(CN(C)Cc3cc(OC)c(OC)c(OC)c3)C2)cc1 (stereo unspecified)	17	-7	8	1	13	-10	-7	6
69	COC(=O)N/N=C/c1cccc(OCCSc2ccc(Cl)cc2)c1	15	6	8	-48	-16	-35	-1	-1
70	Cc1ccc(S(=O)(=O)N2CCOCC2)cc1NC(=O)CN(C)C1CCS(=O)(=O)C1 (stereo unspecified)	-12	-4	8	-13	-1	5	-4	16
71	CCOc1ccc2nc(SCC(=O)NC(=O)NCc3ccco3)[nH]c2c1	-10	-2	-8	5	9	1	-3	10
72	COc1ccc(S(=O)(=O)N2CCCCCC2)cc1C(=O)N(C)Cc1ccc(OC)c(OC)c1OC	18	-7	5	16	-1	12	-5	8
73	Cc1nn(C)cc1CNC(=O)C1CCC(=O)N(Cc2cccc(C(F)(F)F)c2)C1 (stereo unspecified)	12	5	0	9	-2	-6	-2	0
74	COc1ccc(C(=O)C2CCCN(Cc3ccc(Sc4nncn4C)o3)C2)cc1F (stereo unspecified)	2	4	1	-3	6	11	-3	0
75	COCCNC(=O)c1onc(CSc2nc3ccccc3[nH]2)c1C(=O)NCCOC	21	-9	-24	11	2	-7	3	-4
76	Cc1ccc2nc(Cn3cc(C(F)(F)F)cc(Cl)c3=O)cc(=O)n2c1	-8	2	2	0	-1	8	-1	-6
77	O=C(O)CCC(=O)N1CCN(c2ccccn2)CC1	1	-7	2	12	-13	3	7	10
78	CC1CCN(c2nc3c(c(=O)[nH]c(=O)n3C)n2Cc2ccccc2Cl)CC1	-1	-15	2	-16	6	13	11	12
79	O=C(c1ccc(OC2CCN(CCc3ccccc3)CC2)cc1)N1CCCC1	8	2	-5	-28	-9	28	8	14
80	Nn1c(SCC(=O)N2CCOCC2)nnc1-c1cccnc1	-15	-6	5	4	-3	0	0	11
81	O=C(OC(C(=O)Nc1cccc(C(F)(F)F)c1)c1ccccc1)C1CCCCC1 (stereo unspecified)	nt	nt	nt	nt	2	13	-9	4
82	COc1cc(NC(=O)COC(=O)CSc2ccccc2F)c(C)cc1[N+](=O)[O-]	5	-8	-7	8	-7	-6	-23	10
83	Cn1cc(CC(=O)NCCN2CCOCC2)c2ccccc21	-6	-25	-23	-38	1	-6	-14	1
84	CCCN1CCN(CCCNC(=O)c2cc3c(=O)[nH]c4ccccc4c3s2)CC1	5	-16	26	-3	0	24	-2	8
85	COc1ccc(/C=N/NC(=O)CCSc2nc3ccccc3s2)cc1OC	-10	7	2	-3	-4	19	9	11
86	Cc1cccc(NC(=O)C(=O)NCC2CCCN2S(=O)(=O)c2cccs2)c1C (stereo unspecified)	-36	-2	-1	-7	17	1	2	13
